LGR2 antag – inhibitors of bursicon-induced Drosophila LGR2 receptor cAMP signaling. HEK293 LGR2, CRE-luciferase, bursicon-stimulated, 4 h. inhibition, % at 9.99 µM. actives 0.35% (n = 380,000). AID 720647;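 active = drop in luminescence signal, shown as inhibition above about 50% in the replicate tests, limit read from the data, passing the limit was not always enough; inconclusive = probably only some replicates passing the limit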;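 also: agonist challenge used bursicon conditioned medium at about half maximal strength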
PAX8 inh HTS – inhibitors of PAX8 transcriptional activity in RMG-I cells; RMG-I TPO-luciferase reporter, SteadyGlo, 24 h; inhibition, % at 12.6 µM; actives 1.2% (n = 360,000);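 active = mean replicate inhibition at least 60% with every replicate also reaching 60%; inconclusive = only one of the two criteria is met; inactive = mean below 60% and not all replicates reaching 60%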;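 also: luciferase light reporting Pax8 driven TPO promoter activity; plate controls were median of neutral control wells for no effect and mitoxantrone controls for full effect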
INS-1E GSIS act – primary screen for activators of insulin secretion dependent on glucose, INS-1E cells, GLuc reporter luminescence; INS-1E GLuc reporter insulin secretion, 2-3 h; activation, % at 16.6 µM; actives 0.61% (n = 370,000); AID 743287;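 active = lowest replicate activation of at least 40%, so every replicate reaches that level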;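 also: 0% = median of neutral control wells and 100% = median of IBMX positive control wells; some compounds called inactive have numbers as strong as hits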
Active calls of the source: *; u = inconclusive. A portion of the library; count on the stated rates, not on these rows.

SMILES | LGR2 antag | PAX8 inh HTS | INS-1E GSIS act
Cc1cc(C)c2nc(NCCCNC(=S)NCCCN(C)C)c(C#N)cc2c1 | 13.5 | 32.9 | 5.9
COC(=O)[C@]12C[C@H](CC(=O)NCc3ccc(OC)c(OC)c3)C(=O)N(Cc3ccccc3)C1=C[C@H](C(C)(C)C)O[C@@H]2C | -9.5 | 14.0 | -26.0
O=c1[nH]c2ccccc2nc1-c1nnnn1Cc1ccccc1 | 8.8 | -13.0 | 39.6
O=c1[nH]c(CN2CCCCC2)ccc1O | -2.9 | 21.0 | 28.9
C=CCN1C(=O)c2n[nH]c(C(C)C)c2C1c1ccc2c(c1)OCO2 (configuration not stated) | -9.2 | -20.2 | 9.3
Clc1cccc2c1C1CC2CCN1Cc1ccccc1 (configuration not stated) | -2.1 | -8.8 | 3.7
N#CC1=CN(Cc2ccccc2)C=C(/C=N/Nc2ccccc2)C1 | 8.4 | 15.8 | 0.0
COc1ccccc1C(=O)NC1CCCCN(C)C1=O (configuration not stated) | 9.5 | -4.9 | 10.6
C=CCNC(=S)Nc1cccc([N+](=O)[O-])c1 | 2.8 | 3.5 | -7.9
COC(=O)C1=C(C)N(Cc2ccc(Br)cc2)C(=S)NC1c1ccc(F)cc1 (configuration not stated) | 9.4 | -13.7 | -16.4
CCCCn1nnnc1C(c1cc2ccccc2o1)N(C)CCc1ccccc1 (configuration not stated) | 10.4 | 11.9 | -19.9
O=c1c(-c2cccs2)nc2ccccc2n1C(CCc1ccccc1)c1nc2ccccc2[nH]1 (configuration not stated) | 10.2 | 24.1 | -2.0

Exported with values under each structure: 12 of the compounds above
Second line of a record: LGR2 antag	PAX8 inh HTS	INS-1E GSIS act
> Cc1cc(C)c2nc(NCCCNC(=S)NCCCN(C)C)c(C#N)cc2c1
→ 13.5	32.9	5.9
> COC(=O)[C@]12C[C@H](CC(=O)NCc3ccc(OC)c(OC)c3)C(=O)N(Cc3ccccc3)C1=C[C@H](C(C)(C)C)O[C@@H]2C
→ -9.5	14.0	-26.0
> O=c1[nH]c2ccccc2nc1-c1nnnn1Cc1ccccc1
→ 8.8	-13.0	39.6
> O=c1[nH]c(CN2CCCCC2)ccc1O
→ -2.9	21.0	28.9
> C=CCN1C(=O)c2n[nH]c(C(C)C)c2C1c1ccc2c(c1)OCO2 (configuration not stated)
→ -9.2	-20.2	9.3
> Clc1cccc2c1C1CC2CCN1Cc1ccccc1 (configuration not stated)
→ -2.1	-8.8	3.7
> N#CC1=CN(Cc2ccccc2)C=C(/C=N/Nc2ccccc2)C1
→ 8.4	15.8	0.0
> COc1ccccc1C(=O)NC1CCCCN(C)C1=O (configuration not stated)
→ 9.5	-4.9	10.6
> C=CCNC(=S)Nc1cccc([N+](=O)[O-])c1
→ 2.8	3.5	-7.9
> COC(=O)C1=C(C)N(Cc2ccc(Br)cc2)C(=S)NC1c1ccc(F)cc1 (configuration not stated)
→ 9.4	-13.7	-16.4
> CCCCn1nnnc1C(c1cc2ccccc2o1)N(C)CCc1ccccc1 (configuration not stated)
→ 10.4	11.9	-19.9
> O=c1c(-c2cccs2)nc2ccccc2n1C(CCc1ccccc1)c1nc2ccccc2[nH]1 (configuration not stated)
→ 10.2	24.1	-2.0

Carrying on.
SMILES | LGR2 antag | PAX8 inh HTS | INS-1E GSIS act
CCC(C(=O)NCc1ccccc1)n1c(CSCCOc2ccccc2)nc2ccccc21 (configuration not stated) | -13.1 | 1.8 | -37.3
COc1cccc(CNC(=O)[C@@H]2CCCN2C(=O)[C@@H]2CCCN2C(=O)c2ccccc2)c1 | 9.4 | -26.3 | -10.3
O=S1(=O)N=C(Nc2ccc(O)cc2)c2ccccc21 | -14.6 | -11.1 | 3.4
O=S1(=O)CC(N2CCC(c3ccccc3)CC2)CN1Cc1cn(Cc2ccc(C(F)(F)F)cc2)nn1 (configuration not stated) | 18.6 | 29.3 | -26.8
CC(=O)C1=C(C)NC(SCC(=O)Nc2nc3ccccc3s2)=C(C#N)C1c1ccc(Cl)cc1 (configuration not stated) | -28.0 | -11.9 | -22.4
N#CCc1ccc(OCCCN2CCC(C(O)(c3ccccc3)c3ccccc3)CC2)cc1 | 7.5 | -3.4 | -38.1
CC(C)NC(=O)C1(C)CSCC(=O)N1CCCn1ccnc1 (configuration not stated) | 6.4 | -27.7 | -4.6
O=C(Nc1nccs1)C1(c2ccc(Cl)cc2)CC1 | -15.4 | 28.1 | 11.4
CC1(C)OC(=O)C2=C(C[C@@H](CCc3ccccc3)O[C@H]2CCc2cccc(Cl)c2)O1 | u | 3.2 | -24.9
O=C1NC(Cc2ccc(O)cc2)c2nc3ccc(Cl)cc3c(=O)n2-c2ccc(Cl)cc21 (configuration not stated) | 11.0 | 23.4 | -8.0
CCOc1ccc(S(=O)(=O)NCc2cccs2)cc1C(C)C | -0.3 | 4.4 | -66.9

Source: PubChem
